High-throughput results from PubChem BioAssay.
tim23-1 inh = tim23-1 yeast growth inhibition; S. cerevisiae tim23-1 growth, BacTiter-Glo luminescence, 24 h; inhibition, % at 20 µM; 330,000 compounds, 1.3% hits; AID 463212;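 active means growth inhibition of the mutant yeast at or above 50%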;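 further: temperature-sensitive mutant grown at 25 °C; plate controls were DMSO-treated mutant yeast for no effect and medium wells lacking yeast for full effect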
NR3A LBD binder = modulates the human NR3A ligand-binding domain; NR3A LBD differential scanning fluorimetry, Tm shift; 0% = protein alone, 100% = glycine-bound protein; Tm shift relative to glycine control, % at 25 µM; 340,000 compounds, 2.5% hits; AID 1259313;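 active means melting temperature shift of at least 10% of the positive control shift, at one fixed dose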
NLRP3 yeast inh = inhibitors of NALP3 inflammasome in yeast; 330,000 compounds, 0.39% hits; Yeast reconstituted NLRP3/ASC/caspase-1, beta-gal luminescence, 24 h; inhibition, % at 10 µM;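 active means inhibition of 50% or more; inactive means inhibition below 50%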;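 further: plate controls were induced DMSO wells for no effect and uninduced yeast grown without galactose for full effect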
TIM10 inh = inhibits growth of TIM10 yeast strain. S. cerevisiae TIM10 strain growth, BacTiter-Glo luminescence, 24 h. AID 463195. 330,000 compounds, 1.4% hits. inhibition, % at 10 µM;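 active means inhibition of 40% or more at the single tested concentration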;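 further: wild-type TIM10 isogenic control strain grown at permissive 25 °C; 0% = DMSO yeast wells and 100% = minimal medium wells without yeast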
Mdm2 MdmX PPI = disrupts the human Mdm2-MdmX interaction | SaOS-2 split-luciferase Mdm2/MdmX complementation, luminescence | inhibition, % at 8 µM | 330,000 compounds, 3% hits | AID 485346;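 active means inhibition of at least 50% at 8 µM in the primary screen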
XBP1 UPR activ = adaptive UPR (XBP1) activation; CHO-XBP1 luciferase reporter, IRE1-XBP1 UPR activation, luminescence; percent of tunicamycin response, DMSO as zero; activation, % at 20 µM; 330,000 compounds, 0.33% hits; AID 463104;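 active means versus positive control, 20 µM dose yields 30% or more activation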;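 further: 100% = tunicamycin at 10 µg/mL and 0% = DMSO only wells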
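Signal: luciferase luminescence; Assay system: CHO-XBP1 luciferase reporter cells; Amount: one thousand reporter cells per well; Dosing: 20 µM single concentration, DMSO 1%; Benchmarks: high control tunicamycin 10 µg/mL final, low control DMSO vehicle only; Schedule: 6 h compound exposure at 37 °C, 5% CO2; Evaluation: percent activation relative to tunicamycin reference.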
UPR CHOP act = activators of apoptotic arm of unfolded protein response (CHOP). AID 449763. CHO-CHOP luciferase reporter, UPR activation, luminescence; percent of tunicamycin response over DMSO baseline. 330,000 compounds, 0.34% hits. activation, % at 10 µM;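 active means at 10 µM dose, activation of 40% or more, normalized to positive control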;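 further: 100% = tunicamycin at 10 µg/mL and 0% = DMSO alone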
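assay system = CHO CHOP reporter cells | amount = 500 CHO-CHOP cells per well | buffer or medium = F12 with 10% FBS | incubation = 16-18 h cell attachment, then 6 h compound exposure, 37 °C | detection = luminescence read with Steady-Glo | read-out = percent activation relative to tunicamycin control | controls = tunicamycin high control, DMSO low control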
APJ ag = agonists of human APJ apelin receptor. CHO-K1 APJ PathHunter beta-arrestin, luminescence; 0% DMSO wells, 100% apelin. P35414. 330,000 compounds, 0.11% hits. activation, % at 20 µM;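 active means activation more than six SD over the plate average, tested at 20 µM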;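 further: 0% = DMSO alone and 100% = apelin-13 at 10 nM; some results filed as inactive read as strong as hits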
Target sequence (P35414 whole entry, looked up): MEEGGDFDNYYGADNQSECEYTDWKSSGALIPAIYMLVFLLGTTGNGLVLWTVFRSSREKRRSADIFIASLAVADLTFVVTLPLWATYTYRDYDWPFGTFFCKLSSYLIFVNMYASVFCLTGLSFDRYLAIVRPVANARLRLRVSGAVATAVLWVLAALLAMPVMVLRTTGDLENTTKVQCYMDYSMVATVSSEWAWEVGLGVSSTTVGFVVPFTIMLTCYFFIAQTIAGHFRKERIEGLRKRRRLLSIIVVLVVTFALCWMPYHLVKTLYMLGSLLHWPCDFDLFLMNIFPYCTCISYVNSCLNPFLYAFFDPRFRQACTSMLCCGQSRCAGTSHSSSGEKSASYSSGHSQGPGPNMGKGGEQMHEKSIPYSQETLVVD
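system = engineered CHO-K1 APJ arrestin reporter cells | input = 1000 cells per well | timing = overnight seeding, 90 min compound at 25 °C, 1 h detection | measured by = enzyme-fragment complementation luminescence | read-out = beta-arrestin recruitment to APJ as agonist activity, luminescent signal | control set = negative DMSO alone, positive Apelin-13 at 10 nM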
tim10-1 inh = inhibits growth of tim10-1 mutant yeast; S. cerevisiae tim10-1 ts strain growth, BacTiter-Glo, 24 h; inhibition, % at 20 µM; 330,000 compounds, 2.2% hits; AID 463190;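 active means inhibition of at least 40%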;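 further: mutant grown at 25 °C; 0% = DMSO wells with yeast and 100% = wells holding no yeast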
Starred values were filed as active, the others as inactive.

entry	molecule	UPR CHOP act	XBP1 UPR activ	tim10-1 inh	Mdm2 MdmX PPI	NR3A LBD binder	APJ ag	TIM10 inh	tim23-1 inh	NLRP3 yeast inh
1	CCOCCCNC(=O)C(NC(=O)c1ccccc1O)c1ccc(Cl)cc1 (stereo unspecified)	4.0	-1	3	22	-3	-2	16	18	0
2	CN(C)c1ccc(/C(=N\O)c2ccccc2)cc1	1.2	2	17	18	-2	4	10	23	19
3	Cc1ccc(C(=O)NC(=S)NNC(=O)c2ccccc2[N+](=O)[O-])cc1	-3.5	-1	47*	-1	-7	-7	47*	61*	11
4	CCOC(=O)c1ccc(NC(=S)NC2CC(C)(C)NC(C)(C)C2)cc1	-2.2	1	5	18	0	-2	-3	1	5
5	CCN1CCN(Cc2ccccc2NC(=O)Nc2ccc(C)cc2)CC1	4.1	-1	1	-49	0	3	1	1	20
6	O=C(CCCCCn1c(=S)[nH]c2ccc(N3CCOCC3)cc2c1=O)NCc1ccc2c(c1)OCO2	-0.6	-2	11	-8	0	2	-9	11	16
7	COc1ccc(NC(=S)N(CCCN2CCCC2)Cc2cccn2Cc2ccc(Cl)cc2)cc1Cl	5.6	11	-93	85*	-2	-4	-237	-57	8
8	O=C1CCC(C(=O)Nc2ccccc2)N1 (stereo unspecified)	-0.3	-2	3	26	2	-4	9	-2	-6
9	COC(=O)C1CCN(C(=O)COC(=O)CCc2nc3ccccc3c(=O)[nH]2)CC1	0.4	-1	1	17	-2	-1	-18	12	10
10	Cc1ccc(C)c(N2C(=O)CC(Cc3ccc(Br)cc3)C2=O)c1 (stereo unspecified)	0.0	-3	15	-9	1	-3	8	2	10
11	CC(Sc1ccc(Cl)cc1)C(=O)NNC(=O)c1ccncc1 (stereo unspecified)	-0.7	-2	-11	3	-1	1	-2	-12	4
12	N#C/C(=N\Nc1ccccc1F)c1nc(-c2ccccc2)cs1	1.0	0	-2	42	0	-4	6	-12	17
13	O=C(COc1ccc([N+](=O)[O-])cc1)NNC(=O)c1cccnc1	-0.1	-2	-14	7	-1	-4	7	-7	2
14	O=C(NC(CC(=O)N1CCN(c2ccccc2O)CC1)c1ccccc1)c1ccccc1Cl (stereo unspecified)	-0.4	-3	-4	9	1	-2	1	3	17
15	Cc1cccc(C)c1NC(=O)CN(C)C(=O)Cc1cccc(C(F)(F)F)c1	-1.2	-10	-9	15	12*	-5	-5	0	-12
16	COc1ccc(C2N(S(=O)(=O)c3ccc(C)cc3)CCN2S(=O)(=O)c2ccc(C)cc2)cc1	1.0	-1	17	5	3	-5	13	25	-9
17	Cc1cc(=O)n2c(C)n[nH]c2n1	-1.3	-2	-4	7	0	3	-2	-2	16
18	Cc1ccc(NC(=S)Nc2cc(C(=O)O)ccc2N2CC3CC(C2)c2cccc(=O)n2C3)cc1C (stereo unspecified)	1.1	0	7	-12	-5	-3	8	27	21
19	O=C(CCc1c[nH]c2ccccc12)N/N=C/c1ccc2c(c1)OCO2	1.3	5	13	-25	8	-4	-5	0	0
20	C=CCN(C(=O)c1csnn1)C(C(=O)NCc1ccc(F)cc1)c1cccs1 (stereo unspecified)	0.3	-8	-3	18	-2	1	10	44	16
21	CCc1nnc(NC(=O)c2n[nH]c(=O)c3ccccc23)s1	0.8	2	4	-12	0	-5	0	5	-1
22	CC(=O)NS(=O)(=O)c1ccc(N/C(N)=N/c2nc(C)cc(C)n2)cc1	0.0	-5	10	19	0	-5	-6	8	-3
23	CN1C(=O)c2ccccc2N(C)C1c1ccc2c(c1)OCO2 (stereo unspecified)	0.4	-3	11	-13	2	0	12	26	9
24	CCOc1ccccc1CNC(=O)C1CCCN(c2ncnc3c2nc2n3CCCCC2)C1 (stereo unspecified)	0.6	-2	29	31	-2	-6	16	1	1
25	CCCCNC(=O)C1CCN(c2nc(C)cc(C)n2)CC1	1.7	1	4	-1	2	-3	-1	2	3
26	O=C(NC1CCCCC1)N(Cc1cc2cc3c(cc2[nH]c1=O)OCCO3)C1CCCCC1	-2.2	-1	21	37	0	1	-5	9	5
27	COc1ccc(C(=O)Nc2c(N)nc(SCC(=O)Nc3ccc(NC(C)=O)cc3)[nH]c2=O)cc1	0.3	-1	-11	3	0	-6	-1	-14	2
28	O=C(/C=C/c1cccs1)NCc1cccnc1	1.6	0	8	15	0	-2	2	6	0
29	CC1=C(C(=O)OC(C)(C)C)C(c2ccc3ccccc3c2)NC(=O)N1C (stereo unspecified)	1.1	-1	13	21	-2	0	13	32	9
30	O=C1c2ccccc2C(Nc2ccc3c(c2)OCO3)N1Cc1ccc2c(c1)OCO2 (stereo unspecified)	2.1	-1	20	10	-3	-3	-7	17	22
31	Cn1c(=O)[nH]c(=O)c2c1nc1n2CCCN1Cc1ccccc1	1.0	6	0	-15	-2	2	-2	16	19
32	COc1ccc(NC(=O)CC2SC(N3CCOCC3)=NC2=O)c(OC)c1 (stereo unspecified)	-1.1	-1	3	-8	0	3	4	2	5
33	Cc1cccc(C)c1N=Cc1c(C(F)(F)F)[nH][nH]c1=O	2.9	1	7	-27	0	-2	6	-1	-3
34	CC(=O)Nc1ccc(S(=O)(=O)N(C)CC(=O)N(C)Cc2sccc2C)cc1	-1.3	-2	-3	1	2	-4	5	-1	3
35	CCN1CCN(CCNC(=O)c2ccc3c(c2)NC(=O)/C(=C\c2ccc(OC)c(OC)c2)S3)CC1	-0.4	0	-1	3	5	3	8	-6	10
36	O=C(Cn1c(=S)[nH]c2ccccc2c1=O)N1CCc2ccccc2C1	-0.2	-2	7	22	-2	3	-15	0	10
37	Cc1ccnc(NC(=O)c2cc(S(=O)(=O)NCc3ccccc3)ccc2C)c1	1.0	0	11	7	3	-2	4	23	9
38	CCOC(=O)n1c(=O)n(Cc2ccc(Cl)cc2Cl)c2ccccc21	-0.4	-3	30	10	1	-1	14	45	10
39	COCCN(C(=S)Nc1cc(C)ccc1C)C(C)c1cccnc1 (stereo unspecified)	-1.3	-1	29	12	-2	-3	21	18	11
40	COc1ccc(C2Nc3ccccc3C(=O)N2c2ccccc2)cc1COc1ccccn1 (stereo unspecified)	-1.1	-2	8	1	-1	-2	-6	-1	4
41	Cc1cc(C(=O)N/N=C/c2ccc(N(C)C)o2)cs1	3.3	-2	-9	12	3	1	-5	-7	6
42	COc1ccccc1C(CNC(=O)c1ccc(C)c(S(=O)(=O)N2CCCCC2)c1)N1CCCC1 (stereo unspecified)	-0.5	-1	1	2	5	-1	3	6	24
43	COc1cccc(C(=O)Nc2nnc(CCS(=O)(=O)c3ccc(C)cc3)s2)c1	-1.2	-3	5	24	-1	-5	7	3	12
44	COCCNC(=O)c1cccc(OC2CCN(Cc3ccccc3OC(F)F)CC2)c1	-1.0	-3	-14	2	4	-4	-13	-17	8
45	COc1ccccc1CCNC(=O)CSc1nnc2ccc(-c3ccncc3)nn12	1.1	-1	13	6	-3	-2	-3	2	-6
46	O=C(OCc1ccccc1F)c1cnc(Cl)c(Cl)c1	3.3	4	-2	6	-2	0	-8	17	3
47	COc1ccc(CN=CC2=C(O)CNC2=O)cc1OC	3.2	0	-17	-21	2	-2	1	-3	22
48	Cc1ccccc1OC(C)C(=O)N1CCN(c2ccccn2)CC1 (stereo unspecified)	-0.1	-1	23	8	1	-2	16	32	6
49	CC1CCN(C(=O)CN2C(=O)C(=O)N(C(C)C)C2=O)c2ccccc2S1 (stereo unspecified)	-3.7	0	8	7	-3	1	4	14	3
50	CCN(CC)S(=O)(=O)c1ccc(NC2CCCc3ccccc32)nc1 (stereo unspecified)	-0.1	-1	21	-11	1	-7	13	-5	2

Looked up one by one from the list above (two):
entry	molecule	UPR CHOP act	XBP1 UPR activ	tim10-1 inh	Mdm2 MdmX PPI	NR3A LBD binder	APJ ag	TIM10 inh	tim23-1 inh	NLRP3 yeast inh
35	CCN1CCN(CCNC(=O)c2ccc3c(c2)NC(=O)/C(=C\c2ccc(OC)c(OC)c2)S3)CC1	-0.4	0	-1	3	5	3	8	-6	10
41	Cc1cc(C(=O)N/N=C/c2ccc(N(C)C)o2)cs1	3.3	-2	-9	12	3	1	-5	-7	6

The list goes on:
entry	molecule	UPR CHOP act	XBP1 UPR activ	tim10-1 inh	Mdm2 MdmX PPI	NR3A LBD binder	APJ ag	TIM10 inh	tim23-1 inh	NLRP3 yeast inh
51	CCN1CCc2c(sc(NC(=O)c3ccc(S(=O)(=O)N(C)CC4CCCO4)cc3)c2C(N)=O)C1 (stereo unspecified)	-0.1	-7	2	19	5	0	19	18	10
52	O=C(CSc1nnc(-c2ccc3c(c2)OCO3)o1)Nc1ncc(C(F)(F)F)cc1Cl	0.5	-1	19	13	-5	-6	14	-39	-13
53	O=C(CSc1nnc(-c2cccc(S(=O)(=O)N3CCCCC3)c2)o1)NCCC1=CCCCC1	-1.9	-1	8	1	-1	-2	-10	-6	8
54	O=C(CN1C(=O)c2cccc([N+](=O)[O-])c2C1=O)N1CCN(S(=O)(=O)c2ccccc2)CC1	-1.4	4	-2	1	3	-2	4	-14	-10
55	Cc1csc(NC(=O)c2ccc(S(C)(=O)=O)cc2)n1	3.1	-1	-8	-6	0	0	-7	11	-3
56	Cc1cc2nc3c(nc2cc1C)C1(C(=O)N(C)C)CCC3(C)C1(C)C (stereo unspecified)	1.3	0	27	11	0	-5	18	42	-11
57	C/C(=N/NC(=O)c1ccco1)c1ccc(NC(=O)c2ccc(F)cc2)cc1	2.6	2	-3	-15	-20	-1	-2	0	10
